PglD inh: inhibitors of Campylobacter jejuni PglD acetyltransferase; actives 0.098% (n = 360,000); inhibition, % at 12.5 µM; AID 602405; purified PglD enzyme, DTNB colorimetric CoA detection; in the data active means inhibition above about 16%, passing the limit was not always enough; further: strong numbers were not always called active
ERp5 inh: inhibitors of human ERp5; inhibition, % at 9.99 µM; ERp5 insulin aggregation, absorbance 650 nm, 90 min; Q15084; AID 651711; actives 0.05% (n = 350,000);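 active means mean replicate inhibition above about 25%, with every replicate also reaching it, limit read from the data, passing the limit was not always enough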
RAD54 branch: RAD54 (human) branch migration inhibition | inhibition, % at 10.4 µM | RAD54 Holliday junction branch migration, FAM/BHQ fluorescence | actives 0.14% (n = 360,000) | AID 602329 | Q92698;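 active means mean normalized replicate activity at least 40 and at least half of replicates scoring 40 or more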;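 further: 0% = median of neutral control wells and 100% = median of positive control wells; inhibitors cause a drop in the FAM fluorescence signal; in these data hits start at about 50%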
CASP6 VEID inh: caspase-6 (human) enzyme inhibition | P55212 | purified caspase-6, Z-VEID-R110 cleavage fluorescence | inhibition, % at 12.5 µM | actives 0.53% (n = 350,000) | AID 686996;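 active means mean inhibition across replicates at least about 35%, with every replicate also reaching that limit, limit read from the data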;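 further: 0% = median of neutral control wells and 100% = no fluorescence left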
Target sequence (P55212 24-179 limits assumed): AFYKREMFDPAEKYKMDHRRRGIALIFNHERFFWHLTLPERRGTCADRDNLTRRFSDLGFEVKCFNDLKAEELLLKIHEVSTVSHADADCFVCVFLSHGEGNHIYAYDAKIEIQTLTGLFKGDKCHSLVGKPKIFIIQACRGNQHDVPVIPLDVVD
Target sequence (P55212 194-293 limits assumed): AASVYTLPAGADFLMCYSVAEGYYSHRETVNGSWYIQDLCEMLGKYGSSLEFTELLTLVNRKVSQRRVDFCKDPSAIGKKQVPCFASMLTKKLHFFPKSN
RAD52 anneal inh: blocks human RAD52 DNA annealing; AID 651710; inhibition, % at 18.7 µM; recombinant RAD52 DNA annealing, FRET fluorescence; actives 0.46% (n = 360,000); P43351;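 active means every replicate showing at least 50% inhibition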
Target sequence (P43351 whole entry, looked up): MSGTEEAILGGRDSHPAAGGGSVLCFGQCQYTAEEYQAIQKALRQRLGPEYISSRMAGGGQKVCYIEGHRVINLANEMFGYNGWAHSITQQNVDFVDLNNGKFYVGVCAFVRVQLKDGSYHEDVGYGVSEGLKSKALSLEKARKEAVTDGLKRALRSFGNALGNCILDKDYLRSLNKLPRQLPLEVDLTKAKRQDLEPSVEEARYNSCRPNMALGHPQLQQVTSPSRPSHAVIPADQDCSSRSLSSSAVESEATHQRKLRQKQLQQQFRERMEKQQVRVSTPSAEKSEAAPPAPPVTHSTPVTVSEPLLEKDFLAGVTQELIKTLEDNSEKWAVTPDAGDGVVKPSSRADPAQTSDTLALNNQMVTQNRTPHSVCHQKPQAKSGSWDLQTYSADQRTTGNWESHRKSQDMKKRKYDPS
E-sel inducer: induces E-selectin expression in human endothelial cells | P16581 | HUVEC E-selectin immunofluorescence imaging; normalized: neutral wells 0, TNF-alpha wells 100 | activation, % at 7.58 µM | actives 0.37% (n = 260,000) | AID 686992;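 active means mean E-selectin-positive cell signal at least 10% of the positive control, reached in at least 60% of replicates, without over 20% cell loss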;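 further: in these data hits start at about 27%; measured in HUVEC primary endothelial cells; signal is the percent of cells scored E-selectin positive by PE staining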
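Material: HUVEC primary endothelial cells; Amount: 3,000 cells per well; Dosing: single concentration; Medium: EGM-2 growth medium on 0.1% gelatin-coated wells; Read-out basis: percent E-selectin-positive cells; Signal: immunofluorescence imaging; Control set: TNF-alpha, DMSO.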
ARNT-TACC3 inh: ARNT/TACC3 interaction disruption; inhibition, % at 9.99 µM; AlphaScreen His-ARNT PAS-B/GST-TACC3 binding, luminescence; TACC3 fragment carries E629A point mutation; Q9Y6A5; actives 0.66% (n = 390,000);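 active means mean inhibition of replicates at least 50% and at least half of replicates each reaching 50%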;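 further: 0% = complete ARNT plus TACC3 wells and 100% = ARNT alone without TACC3; many hits fall short of the cut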
esBAF inh: SWI/SNF esBAF complex inhibition; mouse ES cells, Bmi1-luciferase knock-in reporter, 24 h; 100% = twice the neutral-well signal; AID 602393; actives 2% (n = 350,000); reporter increase, % at 12.5 µM; in the data active means activation above about 40%;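 further: 0% = median of the plate's neutral control wells and 100% = double that signal; a rise in the Bmi1 reporter signal indicates esBAF inhibition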
Numbers without * were called inactive; x = not tested or not shown; & = joins results of further samples. Random draw from the library. About 3.2% of those tested had a hit in this group.

Every second line gives: PglD inh, ERp5 inh, RAD54 branch, CASP6 VEID inh, RAD52 anneal inh, E-sel inducer, ARNT-TACC3 inh, esBAF inh
1. Cc1ccccc1C(=O)N1CCN(S(=O)(=O)c2ccccc2)CC1
    -2, 1, -4, -2, -4, -0.7, 3, 4
2. C[C@@H]1CN([C@@H](C)CO)C(=O)c2cc(C#CCN(C)C)cnc2O[C@H]1CN(C)S(C)(=O)=O
    4, 3, -2, -4, -4, -0.6, -3, -1
3. CCCc1cc(=O)oc2cc(OCC(=O)N3CCN(C(=O)C4COc5ccccc5O4)CC3)ccc12 (stereo unspecified)
    2, 0, -9, -3, 0, x, 0, -7
4. CC(C)[C@H](NC(=O)c1ccccc1)C(=O)OCC(=O)Nc1sccc1C(N)=O
    -5, 0, -9, 1, -9, -0.6, 1, -4
5. Cc1sc2nc(C3CC3)nc(N3CCN(C(=O)c4ccccc4F)CC3)c2c1C
    3, 2, -5, 6, -5, x, 4, -11
6. Cc1ccsc1CN(C(=O)c1ccc([N+](=O)[O-])cc1)C1CCS(=O)(=O)C1 (stereo unspecified)
    1, 4, -3, 3, 7, -0.6, 3, x
7. C[C@H](CO)N1C[C@H](C)[C@H](CN(C)CC2CC2)Oc2ccc(NC(=O)Nc3ccc(F)cc3)cc2CC1=O
    -2, 0, -9, 4, 12, x, 26, -6
8. O=C(NCCc1ccccc1F)C1CCCN1S(=O)(=O)c1ccccc1 (stereo unspecified)
    -5, 7, -16, 10, 1, x, -2, -3
9. O=C(COc1ccc(CNC[C@H]2O[C@@H](n3ccc(=O)[nH]c3=O)[C@H](O)[C@@H]2O)cc1)Nc1ccccn1
    2, -3, 2, 3, -13, -0.1, x, 13
10. COc1ccc(-c2ccc3c(n2)CCCN3Cc2ccccc2C(F)(F)F)cc1
    x, 3, x, -9, -5, 0.0, x, x
11. CC1(C)CC(=O)C2=C(C1)N(CC1CCCO1)C(=O)NC2(C(F)(F)F)C(F)(F)F (stereo unspecified)
    -2, -2, 2, -1, -1, x, 2, 1
12. COc1cc(CO)cc(I)c1O[C@H]1C=C(C(=O)NCCO)C[C@@H](N(C(=O)c2cc3ccccc3oc2=O)C2CCCCCC2)[C@@H]1O
    -9, 0, 2, 3, 30, x, -1, x
13. CC(O)[C@H]1CNCCN1CCc1cccc(F)c1 (stereo partly specified)
    1, -3, 10, -3, -6, -0.1, -5, -3
14. CN(C)C(=O)c1ccc(-c2ccc3c(c2)[C@H]2[C@H](CCN2C(=O)C2CCCC2)[C@H](CO)N3C)cc1
    x, 1, x, -1, -28, -0.1, x, x
15. CC1Oc2ccccc2N(CC(=O)N2CCCc3ccccc32)C1=O (stereo unspecified)
    -5, -3, -1, 4, -20, x, -8, 1
16. C[C@H]1CN([C@@H](C)CO)C(=O)Cc2cc(N(C)C)ccc2O[C@@H]1CN(C)S(=O)(=O)c1ccc(F)cc1
    3, 0, -3, 4, 2, x, -15, 0
17. CCN(c1ccccc1)S(=O)(=O)c1ccc(C(=O)NNC(=O)c2ccccc2F)cc1
    0, 11, -3, -2, -5, x, -3, 10
18. CO[C@@H]1CN(C)C(=O)c2ccc(NS(=O)(=O)c3ccccc3C)cc2OC[C@@H](C)N(S(C)(=O)=O)C[C@H]1C
    -1, 5, -4, -1, -8, 0.0, -7, 1
19. COc1ccc2c(CC(=O)Nc3ccc(N4CCOCC4)cc3)coc2c1
    x, 10, x, -1, -8, 0.0, x, x
20. CC(=NNC(=S)N1CCCCC1)c1cccc(C)n1
    x, 6, x, 3, -16, 0.1, 29, x
21. COc1ccc(NC2CC(=O)N(C(C)C)C2=O)cc1 (stereo unspecified)
    -1, 0, -2, 2, -22, x, 10, 60*
22. CS(=O)(=O)NCCCNc1ccc(Cl)cc1[N+](=O)[O-]
    2, x, 1, x, x, x, -12, -4
23. CCc1nnc(NC(=O)CSc2nnc(-c3ccc(OC)cc3)n2C)s1
    2, x, 9, x, x, x, -9, -1
24. CN(C)n1cccc1/C=C(\C#N)S(=O)(=O)c1ccc(Cl)cc1
    -7, 6, -1, -1, -19, 0.1, 15, x
25. Cc1ccccc1NC(=O)CSc1nnc(CNC(=O)c2ccc3c(c2)OCO3)n1C
    3, -1, -10, -1, 1, 0.4, 5, -6
26. S=C(NCCCN1CCOCC1)N1CCOCC1
    x, 0, x, 4, -3, -0.5, -5, x
27. COc1ccc(S(=O)(=O)N2CCCCCC2)cc1C(=O)NCCOc1ccc(C)cc1
    0, -3, -4, -2, -11, 0.4, -19, 2
28. CCC(=O)N1C[C@H](C)[C@@H](OC)CN(C)C(=O)c2cc(NC(=O)Nc3ccccc3)ccc2OC[C@H]1C
    -1, -1, 5, 0, 15, 0.0, -2, 0
29. CCc1nc2ccc(C(=O)N(C)CCN(C)C)cn2c1N(CC)CCOC
    1, 7, 2, -13, -8, 1.8, x, -6
30. CCCNC(=O)c1cccc(COCC(F)(F)C(F)F)c1
    -4, 0, 11, 3, -8, x, -2, 2
31. CC(C)CC(=O)Nc1nnc(SCC(=O)Nc2nccs2)s1
    -6, -10, -5, -2, -9, -4.2, 0, -2
32. CN1C(=O)NC(c2cccc(F)c2)C2=C1CC(C)(C)CC2=O (stereo unspecified)
    -2, 5, 18, -3, -10, x, -9, 1
33. CC(C)Cc1ccccc1S(N)(=O)=O
    1, -3, -2, x, -13, -0.1, -5, -11
34. O=C(COC(=O)c1ccc(F)c(S(=O)(=O)N2CCOCC2)c1)NCc1ccc(Cl)cc1
    5, 3, -12, -2, -19, 0.3, 2, 1
35. CCCCCCCCCn1c2c(c(=N)c3c1CCC3)CCC2
    -1, x, 5, x, x, x, 3, -43
36. CCCCn1c(N)c(N(CC(C)C)C(=O)c2ccc(-c3ccc(C(C)=O)cc3)o2)c(=O)[nH]c1=O
    -4, -6, -18, 7, -40, -2.4, 7, 18
37. Cc1ccc(C)c(OCC(=O)Nc2ccccc2C(=O)NC2CC2)c1
    -3, 3, -6, -1, -8, 0.2, x, -4
38. N/C(CC(=O)Nc1cc(C(F)(F)F)ccc1Cl)=N\O
    3, 1, -20, -1, -12, 0.1, -5, 2
39. Oc1ccccc1C1=NCCNC(C(F)(F)C(F)F)=C1
    -4, x, -1, x, x, x, 14, -7
40. Cn1c(NCc2cccnc2)nc2cc(-c3cccc(C(F)(F)F)c3)sc2c1=O
    2, -2, 8, 1, -11, -0.2, x, 5
41. CN(C)S(=O)(=O)c1ccc(NC(=O)CN2CCCC2c2ccc3c(c2)OCCCO3)cc1 (stereo unspecified)
    3, 2, -17, -107, -139, 26, 12, -10
42. COCCNC(=O)NC12CC3(C)CC(C)(CC(C)(C3)C1)C2
    x, -2, x, 4, -4, 0.5, x, x
43. c1ccc(COc2cccc(CN3CCN(c4ccccn4)CC3)c2)cc1
    -2, x, -11, x, x, x, 5, 4
44. Cc1cc(NC(=O)COC(=O)CCNS(=O)(=O)c2c(Cl)cccc2Cl)no1
    4, -2, -2, -1, -19, -2.3, x, 1
45. CC1=C(C(=O)OCc2ccccc2)C(c2cccc(Cl)c2Cl)NC(=O)N1CCCCCC(=O)O (stereo unspecified)
    -5, -10, -2, 2, -3, 0.0, -8, -1
46. Cc1ccc(S(=O)(=O)N2Cc3ccccc3CC2C(=O)Nc2ccc3c(c2)OCO3)cc1 (stereo unspecified)
    1, x, 4, x, x, x, 1, 66*
47. CCOC(=O)c1c(C)nc(C)c(C(=O)OCC)c1-c1cccc(N)c1
    -2, 3, -12, -3, -3, 5.2, -28, -5
48. Cc1occc1C(=O)Nc1ccc(OCc2ccccc2)cc1
    x, 4, x, -2, -20, 4.6, -4, x
49. C[C@H](CO)N1C[C@H](C)[C@@H](CN(C)S(=O)(=O)c2cccs2)Oc2c(NC(=O)C3CC3)cccc2C1=O
    -2, -2&3, 6, 0&-3, 11&-8, 1.2&1.0, -4, 3
50. CC(=O)Nc1ccc(OS(=O)(=O)c2c(C)cc(C)cc2C)cc1
    -6, 7, -28, 2, -9, x, -3, 2
51. Cc1ccc[n+](-c2nc3ccccc3nc2[N-]S(=O)(=O)c2ccccc2)c1
    -3, 8, -8, 7, -22, -0.3, 1, 0
52. Cc1cc(NC(=O)c2ccc3c(c2)OCCO3)ccc1NC(=O)c1cc2ccccc2o1
    2, -10, -3, 1, -15, 1.2, -2, -2
53. CC(C)C[C@H]1COc2c(Cl)cccc2S(=O)(=O)N1
    x, 2, x, 2, -3, 2.6, x, x
54. NC(=O)NC(=O)COC(=O)c1cccc(NS(=O)(=O)/C=C/c2ccccc2)c1
    x, 2, x, 1, 0, x, 1, x
55. CNC(=O)CSc1nnc(COc2ccc(Cl)cc2)n1CCOC
    -7, x, -7, x, x, x, -7, -9
56. CCC(C)NC(=O)c1ccc(NC(=O)C2CCCO2)cc1 (stereo unspecified)
    9, x, -8, x, x, x, 18, 1
57. Cc1cc(NC(=O)C(C)SCC(=O)Nc2ccc(C(=O)OC(C)C)cc2)no1 (stereo unspecified)
    -1, 2, 7, -25, -12, -0.1, x, -3
58. Cc1nc(C)c(Oc2ccc(Cl)cc2Cl)c(=O)[nH]1
    x, 5, x, -5, -3, 0.0, -2, x
59. CCn1c(O)c(/C=N/N=C/c2ccc(OC)cc2)c2cc(C3=NNC(=O)CC3)ccc21
    -3, 21, -11, 0, -118, x, x, 8
60. CN1CCN(S(=O)(=O)c2cccc3nsnc23)CC1
    -5, -1, 5, 0, -4, 0.1, -1, -9

(further entries)
Every second line gives: PglD inh, ERp5 inh, RAD54 branch, CASP6 VEID inh, RAD52 anneal inh, E-sel inducer, ARNT-TACC3 inh, esBAF inh
61. C[C@H]1CN([C@@H](C)CO)C(=O)c2cccc(NS(=O)(=O)c3ccc(Cl)cc3)c2O[C@H]1CN(C)S(=O)(=O)c1cccs1
    2, 2, -5, 0, -18, -1.7, -3, 3
62. C[C@@H]1CCCCO[C@@H](CN(C)S(=O)(=O)c2cn(C)cn2)[C@H](C)CN([C@H](C)CO)C(=O)c2cc(NS(C)(=O)=O)ccc2O1
    -3, -6, -4, 5, -7, -0.2, -4, -2
63. Cc1ccc(-n2c(=S)[nH]c3[nH]ncc3c2=O)cc1
    x, 4, x, 2, 2, -0.9, -3, x
64. CCN(C(=O)COC(=O)C1CCN(S(=O)(=O)c2ccc3c(c2)OCCO3)CC1)C1CCCCC1
    2, 1, 17, 4, -18, x, 3, 1

Molecules above with a furan ring, fused or not, in the order listed:
Every second line gives: PglD inh, ERp5 inh, RAD54 branch, CASP6 VEID inh, RAD52 anneal inh, E-sel inducer, ARNT-TACC3 inh, esBAF inh
19. COc1ccc2c(CC(=O)Nc3ccc(N4CCOCC4)cc3)coc2c1
    x, 10, x, -1, -8, 0.0, x, x
36. CCCCn1c(N)c(N(CC(C)C)C(=O)c2ccc(-c3ccc(C(C)=O)cc3)o2)c(=O)[nH]c1=O
    -4, -6, -18, 7, -40, -2.4, 7, 18
48. Cc1occc1C(=O)Nc1ccc(OCc2ccccc2)cc1
    x, 4, x, -2, -20, 4.6, -4, x
52. Cc1cc(NC(=O)c2ccc3c(c2)OCCO3)ccc1NC(=O)c1cc2ccccc2o1
    2, -10, -3, 1, -15, 1.2, -2, -2

Bioassay records as filed in PubChem.
